Assay outcomes from PubChem BioAssay.
SR-BI uptake up – SR-BI HDL lipid transfer activation | AID 504775 | activation, % at 12.5 µM | actives 0.096% (n = 320,000) | CHO ldlA[mSR-BI] cells, DiI-HDL uptake fluorescence, 3 h; 100 = double the neutral-control signal;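 active means mean replicate activation of at least 60% and every replicate at or above 60%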;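 further: 0% = median plate neutral-control signal and 100% = twice that signal; values of inactives mirror those of a sister screen read the other way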
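Test system: SR-BI-overexpressing, LDLR-lacking CHO cells. Measured by: DiI fluorescence, bottom read. Medium: Ham's F12 with 0.5% BSA, HEPES 25 mM, pH 7.4. Timing: 3 h uptake period with compound, 37 °C.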
NSD2 inh – inhibitors of human histone methyltransferase NSD2 | NSD2 peptide methylation, AlphaScreen, 120 min | actives 0.54% (n = 310,000) | AID 743445 | O96028 | inhibition, % at 12.5 µM; in the data active means inhibition above about 50%
C-LANA FP – blocks KSHV LANA C-terminal domain binding to DNA. MBP-C-LANA/FAM-LBS DNA binding, fluorescence polarization. inhibition, % at 9 µM. actives 0.078% (n = 340,000);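 active means highest replicate inhibition at or above 60% at 9 µM, even if other replicates fall short; inactive means all replicates below 60% inhibition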;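 further: 0% = neutral control wells and 100% = 4 µM acridine orange control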
PvdQ acylase – blocks Pseudomonas aeruginosa PvdQ acylase activity; purified PvdQ acylase, fluorescence plate reader; AID 488965; actives 0.063% (n = 340,000); inhibition, % at 10 µM; in the data active means inhibition above about 30%, passing the limit was not always enough;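 further: 0% = vehicle neutral wells and 100% = reference inhibitor wells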
SR-BI HDL uptake – inhibitors of mouse SR-BI mediated HDL lipid uptake | Q61009 | ldlA[mSR-BI] CHO cells, DiI-HDL uptake fluorescence, 3 h | inhibition, % at 12.5 µM | actives 0.96% (n = 320,000) | AID 488896;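 active means mean replicate inhibition of at least 70% and a set share of replicates each scoring 70 or more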;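 further: 0% = median of neutral control wells and 100% = median of positive control wells; values of inactives mirror those of a sister screen read the other way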
Keap1-Nrf2 PPI – Keap1-Nrf2 (human) interaction inhibition. Keap1 Kelch-Nrf2 peptide fluorescence polarization, 1536-well. inhibition, % at 9.4 µM. actives 0.15% (n = 340,000). AID 504523; in the data active means inhibition above about 12%;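 further: human Keap1 Kelch domain with fluorescein labeled Nrf2 9mer peptide probe; 0% = neutral control wells and 100% = peptide positive control; higher means more block of Keap1 binding to Nrf2 peptide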
Target sequence (Q14145 whole entry, looked up, the tested form may be a part): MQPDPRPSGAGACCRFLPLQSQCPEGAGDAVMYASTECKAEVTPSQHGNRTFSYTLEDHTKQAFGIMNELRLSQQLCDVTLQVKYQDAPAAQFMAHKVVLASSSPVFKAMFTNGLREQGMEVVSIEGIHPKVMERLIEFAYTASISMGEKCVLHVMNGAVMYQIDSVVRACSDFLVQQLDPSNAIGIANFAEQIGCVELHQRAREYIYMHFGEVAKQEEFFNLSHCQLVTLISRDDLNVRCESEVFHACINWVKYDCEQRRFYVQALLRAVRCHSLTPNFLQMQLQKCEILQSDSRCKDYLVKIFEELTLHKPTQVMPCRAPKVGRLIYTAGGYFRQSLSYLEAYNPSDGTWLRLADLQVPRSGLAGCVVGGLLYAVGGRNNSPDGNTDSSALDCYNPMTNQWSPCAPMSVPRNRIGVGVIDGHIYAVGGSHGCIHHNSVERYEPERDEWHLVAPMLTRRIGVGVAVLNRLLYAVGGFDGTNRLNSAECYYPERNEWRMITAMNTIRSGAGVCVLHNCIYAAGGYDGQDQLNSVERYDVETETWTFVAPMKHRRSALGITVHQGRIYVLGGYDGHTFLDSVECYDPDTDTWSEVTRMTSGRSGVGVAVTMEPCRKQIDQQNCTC
Cardiac RTF inh – cardiac RTF calcium desensitization | P19429+P45379 | IANBD-labeled cardiac RTF, Ca2+ fluorescence | inhibition, % at 7.15 µM | actives 0.12% (n = 340,000);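 active means inhibition above the mean inhibition of all tested compounds plus 3 SD, cut at about 17% in these data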;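 further: assay run at fixed EC70 calcium of 1.6 mM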
Arrestin-AP2 inh – inhibitors of human beta-arrestin and AP2 interaction | actives 0.31% (n = 340,000) | inhibition, % at 10 µM | FITC-arrestin peptide / GST-AP2 beads, flow cytometry; AP2 beta2 appendage carries R879A mutation;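 active means inhibition above a set limit, near 3 SD of compounds lacking own fluorescence, cut at about 54% in these data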;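 further: plate controls were DMSO wells for no effect and 5 µM unlabelled arrestin peptide for full effect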
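System: GST-tagged AP2 beta2-adaptin appendage (R879A) on 4 µm glutathione beads / Reagent: FITC-arrestin peptide, 50 nM / Detection: HyperCyt-sampled flow cytometry, FL1 channel, ex 488/em 535 nm / Timing: 12 min plus 1 h, RT / Buffer or medium: PBS plus Tween 20 (0.05%) and BSA (0.1%)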
DAGLB inhibitor – blocks human DAGLB lipase activity; Q8NCG7; HEK293T DAGLB membrane lysate, EnzChek fluorogenic substrate; inhibition, % at 5.17 µM; actives 0.059% (n = 340,000); AID 504411; in the data active means inhibition above about 34%;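 further: 0% = enzyme with vehicle and 100% = wells lacking enzyme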
PKA-R2B act – activators of human PKA-R2B complex; PKA-R2B holoenzyme dissociation, Cy5-IP20 fluorescence polarization; R2B truncated from residue 108, S112A mutant; 0% DMSO only, 100% 113 µM cGMP; activation, % at 11.4 µM; actives 0.079% (n = 340,000);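 active means activation above a cutoff set at the mean over all compounds plus 3 SD, cut at about 18% in these data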;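 further: higher means more holoenzyme dissociation and a rise in polarization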
Target sequence (P31323 whole entry, looked up, other chains not shown, the tested form may be a part): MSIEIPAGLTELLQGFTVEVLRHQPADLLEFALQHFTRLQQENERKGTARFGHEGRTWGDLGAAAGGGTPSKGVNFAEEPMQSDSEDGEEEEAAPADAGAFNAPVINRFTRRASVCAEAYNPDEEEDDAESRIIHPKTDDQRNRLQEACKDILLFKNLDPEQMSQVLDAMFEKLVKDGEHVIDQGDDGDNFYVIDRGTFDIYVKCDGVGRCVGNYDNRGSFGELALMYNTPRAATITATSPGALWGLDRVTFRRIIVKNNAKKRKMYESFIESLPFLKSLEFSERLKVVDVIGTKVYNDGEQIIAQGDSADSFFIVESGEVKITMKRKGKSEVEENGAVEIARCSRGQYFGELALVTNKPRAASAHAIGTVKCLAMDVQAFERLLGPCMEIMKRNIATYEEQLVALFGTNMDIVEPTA
* hit, by the source's call; i = inactive; . = no result given.

A first look, four compounds:
SMILES | SR-BI uptake up | NSD2 inh | C-LANA FP | PvdQ acylase | SR-BI HDL uptake | Keap1-Nrf2 PPI | Cardiac RTF inh | Arrestin-AP2 inh | DAGLB inhibitor | PKA-R2B act
CCN(CC)C(=O)C(C)N(C#N)c1nc(NC(C)C)nc(NC(C)C)n1 (configuration not stated) | -8 | 0 | -0.6 | -13 | 8 | 1 | -6 | -13 | 3 | -2
CCc1nc(SCC(=O)Nc2ccc([N+](=O)[O-])cc2)n[nH]1 | 6 | 1 | -0.4 | -6 | -6 | 0 | 7 | 11 | 3 | 5
Cc1cc(C)cc(-n2c(C)cc(/C=N\NC(=O)COc3cccc4cccnc34)c2C)c1 | -76 | 3 | -0.6 | 0 | 76* | -1 | -1 | -6 | 0 | 11
CCOc1ccc(/C=N/n2c(C)nnc2C)cc1OC | 9 | 2 | -0.7 | -14 | -9 | 1 | . | 5 | . | .

The list itself, from the first entry:
SMILES | SR-BI uptake up | NSD2 inh | C-LANA FP | PvdQ acylase | SR-BI HDL uptake | Keap1-Nrf2 PPI | Cardiac RTF inh | Arrestin-AP2 inh | DAGLB inhibitor | PKA-R2B act
CCN(CC)C(=O)C(C)N(C#N)c1nc(NC(C)C)nc(NC(C)C)n1 (configuration not stated) | -8 | 0 | -0.6 | -13 | 8 | 1 | -6 | -13 | 3 | -2
CCc1nc(SCC(=O)Nc2ccc([N+](=O)[O-])cc2)n[nH]1 | 6 | 1 | -0.4 | -6 | -6 | 0 | 7 | 11 | 3 | 5
Cc1cc(C)cc(-n2c(C)cc(/C=N\NC(=O)COc3cccc4cccnc34)c2C)c1 | -76 | 3 | -0.6 | 0 | 76* | -1 | -1 | -6 | 0 | 11
CCOc1ccc(/C=N/n2c(C)nnc2C)cc1OC | 9 | 2 | -0.7 | -14 | -9 | 1 | . | 5 | . | .
COc1cc(CNCC(C)C)c(Br)cc1OCC(=O)NCc1ccccc1 | -21 | 4 | -0.4 | -4 | 21 | -4 | -6 | 26 | 1 | -6
CCOc1cc(C(=O)Nc2ccccc2F)cc(Br)c1OCC | -52 | -3 | -0.5 | -11 | 52 | -6 | -7 | -2 | -5 | 0
CCCCn1c(N)c(N(CCOC)C(=O)COc2ccc(OCC)cc2)c(=O)[nH]c1=O | 31 | -4 | 0.5 | -16 | -31 | -2 | -9 | -18 | 2 | 6
COc1cc(C2C(C(=O)c3cc4ccccc4o3)=C(O)C(=O)N2c2cc(C)on2)cc(OC)c1OC (configuration not stated) | 22 | 0 | -1.2 | -12 | -22 | -9 | -5 | -1 | 2 | 0
CSc1nc2ccccc2n1CC(=O)Nc1cc(C(F)(F)F)ccc1N1CCOCC1 | -6 | -9 | -1.4 | -7 | 6 | 0 | 7 | -9 | 1 | -11
CNC(=O)c1ccsc1NC(=O)C1CCN(S(=O)(=O)c2cccs2)CC1 | 14 | -1 | -0.5 | 8 | -14 | 0 | 0 | 21 | 1 | -14
CCP(=O)(CC)c1cccc(N)c1 | 27 | 0 | -0.5 | -12 | -27 | 3 | -2 | -4 | -2 | 4
Clc1nc(Cl)c2ncn(-c3ccccc3)c2n1 | 12 | 1 | 3.6 | 7 | -12 | -1 | 3 | 27 | 0 | -2
CC(=O)c1ccc(Sc2nnc(C)s2)c([N+](=O)[O-])c1 | -1 | 0 | -0.2 | -5 | 1 | -2 | -2 | 5 | -1 | -11
Cc1ccc(NS(=O)(=O)c2ccc3c(c2)OCCCO3)cc1S(=O)(=O)N1CCOCC1 | 28 | 4 | -0.2 | 2 | -28 | 3 | -8 | 58* | -1 | -4
CC1=NN(c2ccc(C(=O)O)cc2)C(=O)/C1=C/c1ccc(-c2ccccc2F)o1 | -21 | . | -0.6 | -7 | 21 | -7 | -7 | 6 | -2 | -2
Brc1ccc(N=C(c2ccccc2)c2ccncc2)cc1 | 18 | 0 | -0.6 | -3 | -18 | 0 | 3 | 8 | -1 | 4
CC(=O)N/N=C(\C)CC(=O)Nc1ccc2c(c1)OCCO2 | -1 | -2 | -0.3 | 6 | 1 | 0 | -4 | 0 | -2 | 5
CC1(C)C=C(c2ccc(C(=O)O)s2)CC(C)(C)N1 | 23 | 0 | -1.1 | -13 | -23 | -4 | -3 | 2 | 0 | 1
S=C(Nc1ccccc1Cl)N1CCN(c2ccccn2)CC1 | -1 | -2 | 4.7 | -18 | 1 | 1 | -9 | -6 | -1 | 5
CCOC(=O)/C(C#N)=C/Nc1ccccc1NS(=O)(=O)c1ccc(C)c(C)c1 | . | 1 | 0.1 | -8 | . | -3 | -4 | -4 | 1 | 6
O=C(CSCc1c(Cl)cccc1Cl)NCc1ccccn1 | -1 | 6 | -0.3 | -12 | 1 | -7 | -26 | 8 | 1 | 0
CCOc1ccc(C2N(c3cc(C)on3)C(=O)C3CCCN32)cc1OC (configuration not stated) | 3 | 14 | -1.9 | -4 | -3 | 3 | -4 | -11 | 4 | 2
OC(CCCC(O)c1ccccc1)c1ccccc1 (configuration not stated) | 14 | -3 | 1.9 | -11 | -14 | -3 | -8 | 29 | -1 | -2
CCc1nn2cc(C(=O)c3ccccc3O)cnc2c1-c1ccc(F)cc1 | -7 | -3 | -0.6 | 1 | 7 | 2 | -1 | 6 | -6 | -6
CS(=O)(=O)N1CCc2cc(-c3csc(NCC4CCCO4)n3)ccc21 (configuration not stated) | 0 | 6 | 0.3 | -1 | 0 | -6 | 5 | -6 | 2 | -5
Cc1nc2nc(C)c(NS(=O)(=O)c3ccc(C4CCCCC4)cc3)c(=O)n2[nH]1 | . | 0 | -2.5 | 4 | . | -7 | 2 | 26 | 3 | 7
CN(Cc1nc(-c2cccc(Cl)c2)no1)C1CCOCC1 | . | 0 | 0.1 | -8 | . | -1 | -9 | -13 | 1 | 0
Cc1ccc(S(=O)(=O)N2CCC(C(=O)NNC(=O)c3ccncc3)CC2)cc1 | 11 | -4 | -0.9 | 2 | -11 | -3 | -17 | 13 | 0 | 7
COc1ccc(OC)c(NC(=S)NN2CCN(C)CC2)c1 | 44 | 3 | 2.4 | 0 | -44 | 4 | -5 | -1 | 0 | 0
Cc1ccccc1Cn1c2ccccc2c2cnn(CC(=O)NCc3ccco3)c(=O)c21 | -7 | 0 | -11 | 6 | 7 | 3 | -1 | -1 | 3 | -9
COc1ccc(N2C(=O)CCC2=O)cc1 | 12 | 0 | 0.8 | -5 | -12 | -6 | 1 | -2 | 0 | -3
CN1C(=O)c2cccc3c(N)ccc(c23)C1=O | -13 | -6 | 20 | 2 | 13 | 16* | i | 8 | -260 | -6
O=C(CSc1n[nH]c(-c2ccco2)n1)Nc1sc2c(c1C(=O)Nc1ccccc1)CCCC2 | -34 | 6 | 4.1 | 7 | 34 | -3 | -4 | 24 | 1 | 4
O=S(=O)(c1ccc(NC(=S)N/N=C/c2ccc(O)c(O)c2)cc1)N1CCOCC1 | -8 | 19 | -0.1 | -12 | 8 | 3 | 4 | 2 | 9 | 0
O=C(O)c1cc(/C=N\O)ccc1OCc1ccccc1 | 14 | -8 | 0.9 | -15 | -14 | -4 | -4 | -6 | 0 | -5
N/C(=N\OCC(=O)Nc1ccccc1)c1nonc1N | 0 | -2 | 0.8 | 3 | 0 | 4 | 5 | 13 | 0 | 2
O=C(CCCCl)Nc1nc(-c2ccc3c(c2)OCCO3)cs1 | . | -2 | -0.9 | -8 | . | -6 | -11 | -4 | 1 | -3
O=C1/C(=C/c2cccnc2)Oc2cc(OS(=O)(=O)c3ccc(F)cc3)ccc21 | 15 | 4 | -1.1 | -8 | -15 | 3 | -2 | 6 | 1 | -13
Cn1c(=O)c2[nH]c(C=Cc3ccc4c(c3)OCO4)nc2n(C)c1=O | 17 | -3 | 1.9 | -13 | -17 | -1 | -9 | 5 | 0 | 7
O=C(CSc1nnc(-c2ccccn2)n1Cc1ccccc1)NC1CCCC1 | -6 | -4 | -1.6 | 10 | 6 | -1 | -1 | -1 | 6 | -10
Cc1ccc(O)c(NC(=O)c2ccccc2-c2ccccc2C(=O)O)c1 | 11 | -3 | 0.2 | -10 | -11 | -3 | 3 | -9 | 1 | 0
Cc1nc(NC(=O)CSc2nnc(-c3ccccc3)c(-c3ccccc3)n2)c(Cl)cc1Cl | -18 | 0 | -1.2 | -16 | 18 | -12 | -9 | -2 | -8 | -12
CC(=O)Nc1sc(C)c(C)c1C(=O)OCC(=O)N(CCC#N)c1cc(C)cc(C)c1 | -12 | 3 | -1.2 | -13 | 12 | -7 | -10 | -9 | -2 | 7
Cc1ccc(NC(=O)COC(=O)/C=C/c2ccco2)cc1S(=O)(=O)N(C)C | 16 | 1 | 1.6 | -7 | -16 | 2 | -1 | 12 | 0 | 7
CC(C)C[C@H](N)c1cn([C@@H](Cc2cc3ccccc3[nH]2)C(=O)N2CCNCC2)nn1 | -7 | . | 1.0 | -3 | 7 | 1 | -14 | 4 | 2 | -5
Cn1c(CNc2ccc(F)cc2)nc2ccccc21 | -12 | 0 | 0.4 | 12 | 12 | -7 | 3 | 9 | 0 | -2
Cn1c(=O)n(C)c2cc([N+](=O)[O-])c(N3CCN(S(=O)(=O)c4ccc(C(C)(C)C)cc4)CC3)cc21 | 14 | -5 | -2.2 | -6 | -14 | 2 | -2 | 2 | 3 | 2
CCCCN1CC[C@H]2C=CC[C@@H](C(=O)NCc3ccc(OC)cc3)[C@H]2C1=O | 10 | . | -0.9 | -3 | -10 | -4 | 3 | 4 | 1 | -1
COc1cc(/C=C2\SC(=S)N(NC(=O)c3ccc(O)c(OC)c3)C2=O)ccc1O | -19 | 22 | -7.4 | -6 | 19 | -11 | -23 | 4 | 3 | 4
O=C(c1cc(C(=O)N2CCOCC2)c2nc3ccccc3n2c1)c1cc(Cl)cc(Cl)c1O | . | . | 0.7 | -12 | . | -3 | -7 | -2 | 12 | -10

More structures
SMILES | SR-BI uptake up | NSD2 inh | C-LANA FP | PvdQ acylase | SR-BI HDL uptake | Keap1-Nrf2 PPI | Cardiac RTF inh | Arrestin-AP2 inh | DAGLB inhibitor | PKA-R2B act
Cc1noc(C)c1C(=O)Nc1nc(-c2ccc(F)cc2)cs1 | 0 | -1 | 1.7 | -10 | 0 | -2 | -7 | 0 | 2 | -10
CCCCSc1nc(O)cc(=O)n1CC | 17 | -2 | -1.7 | -18 | -17 | -8 | -6 | -6 | -4 | -6
CCCCOP(=O)(OCCCC)C(O)c1ccc(N(C)C)cc1 (configuration not stated) | 6 | 3 | 0.9 | -10 | -6 | 1 | 2 | -26 | 1 | -6
COc1ccc(C)cc1NC(=O)c1ccc2c(c1)C(=O)N(Cc1ccncc1)C2=O | -4 | 1 | -1.6 | -10 | 4 | -2 | -8 | -6 | 2 | 2
